Screening results (PubChem)
PfM18AAP inh: blocks P. falciparum M18 aspartyl aminopeptidase; recombinant PfM18AAP, H-Glu-NHMec fluorogenic cleavage; inhibition, % at 7.35 µM; AID 1822; hit rate 1.2% among 290,000;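 active = inhibition above the campaign mean inhibition over all tested compounds plus 3 SD, cut at about 28% in these data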;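 also: 0% = plate median of test compound wells and 100% = 2 mM ZnCl2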
p-CIP stab down: p/CIP protein destabilization; AID 1984; decrease of EGFP signal, % at 10 µM; hit rate 0.01% among 290,000; Q05BA5; F442A p/CIP-EGFP cells, EGFP fluorescence, 16 h;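 active = EGFP signal decrease of at least 30% at 10 µM or well 3 SD below plate mean, unless failing retest; inactive = the rest, including hits failing retest or dose response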; also: some compounds called inactive have numbers as strong as hits; many of its hits are not listed in these tables
VIM-2 inh: inhibitors of Pseudomonas aeruginosa VIM-2 metallo-beta-lactamase. inhibition, % at 5.6 µM. hit rate 0.89% among 290,000. purified VIM-2, nitrocefin hydrolysis, epi-absorbance fluorescence. AID 1527;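 active = inhibition above the mean of all tested compounds plus 3 SD, cutoff set per screening run, cut at about 7.5% in these data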;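 also: red hydrolysis product quenches plate fluorescence so inhibitors raise well fluorescence; 0% = enzyme with DMSO and 100% = DMSO without enzyme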
DNA FID counter: fluorescent intercalator displacement, NS3 helicase counter-screen; inhibition, % at 7.9 µM; hit rate 0.17% among 290,000; AID 1845; DNA fluorescent intercalator displacement, fluorescence; in the data active = inhibition above about 37%;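 also: 0% = vehicle and 100% = reference compound; higher means more ethidium bromide displaced from hairpin DNA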
IDE inh: cellular human IDE inhibition | P14735 | HEK cells, FAbetaB cleavage, fluorescence polarization | inhibition, % at 5.59 µM | hit rate 0.41% among 320,000 | AID 434962;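 active = percent inhibition above the average of all tested compounds plus 3 SD, set per screening campaign, cut at about 16% in these data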;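 also: IDE supplied by intact live HEK cells; FP after avidin binding of uncleaved biotin substrate so inhibition keeps polarization high; 0% = DMSO wells and 100% = 60 µM reference IDE inhibitor Ii1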
IDE act: IDE (human) activation, cell-based; activation, % at 5.96 µM; hit rate 0.073% among 340,000; P14735; HEK cells, FAbeta-B cleavage, fluorescence polarization; 0% vehicle, 100% cell-free pure enzyme wells;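 active = activation above the mean of all tested compounds plus 3 SD, set per screening campaign, cut at about 17% in these data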
IMP-1 inh: inhibitors of Pseudomonas aeruginosa IMP-1 metallo-beta-lactamase; purified IMP-1, nitrocefin hydrolysis, epi-absorbance fluorescence; hit rate 0.45% among 290,000; inhibition, % at 5.6 µM;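 active = inhibition above the mean plus 3 SD of all compounds in the same screening run, cut at about 4.5% in these data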;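 also: 0% = IMP-1 with DMSO and 100% = DMSO wells lacking enzyme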
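System – purified recombinant IMP-1 beta-lactamase · Input – IMP-1 dispensed at 0.2 nM · Timing – 15 min preincubation plus 25 min reaction at 25 °C · Signal – Epi-absorbance fluorescence, 480 nm excitation, 530 nm emission · Measure – percent IMP-1 inhibition derived from blank-referenced optical density · Controls – Enzyme-plus-DMSO low control, enzyme-free DMSO high control · Replication – singlicate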
NS3 helicase inh: inhibitors of Hepatitis C virus NS3 helicase. NS3 helicase DNA unwinding, Cy5 molecular beacon fluorescence. inhibition, % at 10.9 µM. hit rate 0.56% among 290,000. AID 1800;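 active = inhibition above the mean of all tested compounds plus 3 SD, set per campaign, cut at about 35% in these data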;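 also: 0% = DMSO wells and 100% = thioflavine S control wells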
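Assay system – hepatitis C virus NS3 helicase domain fragment enzyme · Buffer or medium – MOPS pH 6.5, MgCl2, DTT, Tween20, BSA · Reagent – Cy5/quencher beacon DNA duplex and ATP to start · Compound – single 10.9 µM dose · Timing – 1 h at 25 °C · Technique – Cy5 beacon fluorescence read at start and 1 h · Measure – % inhibition of unwinding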
UBC9 SUMO inh: SUMOylation inhibition; HTRF SUMOylation assay, SAE1/SAE2 + UBC9, in vitro; inhibition, % at 35 µM; hit rate 0.36% among 290,000; AID 2006; in the data active = inhibition above about 50%, passing the limit was not always enough; also: strong numbers were not always called active
Target sequence (P63279 whole entry, looked up): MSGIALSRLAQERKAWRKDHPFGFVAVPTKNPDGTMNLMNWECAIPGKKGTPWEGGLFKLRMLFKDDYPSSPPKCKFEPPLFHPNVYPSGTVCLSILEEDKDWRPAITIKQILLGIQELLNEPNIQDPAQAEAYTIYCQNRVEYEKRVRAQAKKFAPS
* = called active by the depositor; nt = no result given.

SMILES,PfM18AAP inh,p-CIP stab down,VIM-2 inh,DNA FID counter,IDE inh,IDE act,IMP-1 inh,NS3 helicase inh,UBC9 SUMO inh
c1coc(CN2CCN(C(c3cccs3)c3nnnn3C3CCCC3)CC2)c1 (stereo unspecified),-4,9,-2.5,-1,2,6,-1.3,-1,-19
COc1ccccc1NC(=O)CCS(=O)(=O)c1ccc2c(c1)oc(=O)n2C,-3,-34,-1.0,-4,0,4,-1.3,0,20
Cc1oc2cc(Br)c(O)c(Br)c2c1C(=O)c1ccccc1,-1,-7,-1.2,-7,nt,8,-2.4,9,1
O=C(CN(Cc1ccco1)C(=O)CNS(=O)(=O)c1ccccc1)NC1CCCCC1,0,-3,-1.1,-18,nt,6,-4.0,-3,17
O=C(Cc1nc2ccccc2[nH]c1=O)c1ccccc1,2,-49,-2.5,1,nt,-13,-3.1,3,10
O=C(Nc1c(-c2cccs2)nc2ccccn12)c1ccccc1F,-14,-4,0.2,3,0,-2,-2.1,-5,13
Cc1ccc(-n2nnc3c(=O)n(CC(=O)N4CCCC4)cnc32)cc1,-5,-9,-1.3,0,3,8,-1.3,3,-14
CCOC(=O)c1c(NC(=O)c2cccnc2Cl)sc(C(=O)N(C)C)c1C,-2,3,0.8,-27,3,1,1.1,-3,5
Cc1ccc(C)c2c1[nH]c1ccccc12,2,-3,-3.3,6,2,0,-5.2,-5,4
Cc1cccc(N2CCN(C(=O)CSc3nc4ccccc4nc3N3CC(C)OC(C)C3)CC2)c1C (stereo unspecified),3,-1,-3.6,-33,0,0,-3.1,-5,-14
COc1cccc(C2c3c(C)nn(-c4ccc([N+](=O)[O-])cc4)c3N=C3C(=O)Nc4ccccc4N32)c1 (stereo unspecified),0,-15,-3.2,3,5,4,-1.8,3,16
O=C(COc1c(CO)cc(Br)cc1CO)NC1CCCc2ccccc21 (stereo unspecified),0,0,-2.6,-21,0,1,0.1,-1,-10
Cc1c(NS(=O)(=O)c2ccc(NC(=O)CCC(=O)O)cc2)c(=O)n(-c2ccccc2)n1C,0,-3,-0.9,-8,9,4,-5.0,5,2
CCCCC(O)(CCCC)C(=O)NN(C(=O)c1cccnc1Cl)c1ccccc1,4,-6,-2.1,-28,9,-3,-3.6,5,4
Cc1cccc2c1cnn2C(=O)Nc1ccccc1Cl,4,13,-2.5,-2,-1,5,-1.6,-8,-17

More entries follow.
SMILES,PfM18AAP inh,p-CIP stab down,VIM-2 inh,DNA FID counter,IDE inh,IDE act,IMP-1 inh,NS3 helicase inh,UBC9 SUMO inh
CCC(C)NC(=O)CN(C)S(=O)(=O)c1ccc2c(c1)c(=O)n(C)c(=O)n2C (stereo unspecified),-18,-8,1.0,-1,-3,-3,-1.9,-5,-5
CCOc1cc(C2C3=C(CC(C)(C)CC3=O)N(CCOC)C3=C2C(=O)CC(C)(C)C3)ccc1OC,5,0,-1.0,-38,3,7,-3.0,-3,3
CCOC(=O)C(=O)Nc1cc([N+](=O)[O-])ccc1C,-8,-6,-2.8,3,6,4,-3.6,-4,7
O=C1NC(=Nc2ccc(Cl)cc2)SC1Cc1cc(Cl)ccc1Cl (stereo unspecified),1,0,-3.3,-6,5,0,-4.0,25,36
O=C(CCN1C(=O)/C(=C/c2ccccc2Cl)SC1=S)Nc1ccccc1C(=O)O,-77,2,-0.7,30,4,-4,0.6,32,12
O=C(COc1ccc2c(-c3ccccc3)cc(=O)oc2c1)NCCN1CCOCC1,-6,-7,0.8,-4,4,-3,-0.4,3,16
COc1cc(NC(=O)CCCNC(=O)Cn2cnc3sc(C)c(C)c3c2=O)cc(OC)c1OC,-1,4,-2.9,-32,0,-4,-1.6,0,-11
COc1cccc(CC(NC(C)=O)C(=O)NC2CCN(S(=O)(=O)c3ccc(F)cc3)CC2)c1OC (stereo unspecified),-10,-8,-2.1,-34,-2,3,-3.2,-1,7
CN1CCN(C(=O)c2ccc(Cl)c(S(=O)(=O)N3CCCCCC3)c2)CC1,-6,-11,-2.1,1,-6,4,-2.6,17,8
CCCc1oc2c(c(=O)c1CC)C(=O)CC(C)(C)C2,-1,-10,-3.5,-3,3,0,-5.9,-5,-5
FC(F)(F)C1CC(c2cccs2)Nc2ncnn21 (stereo unspecified),-3,-5,-3.9,4,-9,-4,-3.6,5,8
COC(=O)c1cnc(SC)nc1C,4,8,-0.9,-2,1,-1,-1.2,0,-4
Cc1ccccc1Cn1cc(NC(=O)c2cc(-c3cccs3)on2)cn1,6,8,-1.8,-3,6,1,-3.8,-3,-4
COc1ccc(C(=O)N2CCCC(Nc3ccc(C)c(C)c3)C2)c(OC)n1 (stereo unspecified),7,4,-2.4,-24,-2,-5,-1.6,-8,-9
O=Cc1ccc(Oc2cccc(C(F)(F)F)c2)nc1,2,1,-5.6,3,-3,3,-3.1,2,4

Next section.
SMILES,PfM18AAP inh,p-CIP stab down,VIM-2 inh,DNA FID counter,IDE inh,IDE act,IMP-1 inh,NS3 helicase inh,UBC9 SUMO inh
Cc1nc(NC(=O)c2cncc(Br)c2)ccc1Br,-1,-2,-2.1,-2,5,-4,-2.1,0,-12
COc1ccc(OC)c(NC(=O)CCCNC(=O)Cn2cnc3sc(C)c(C)c3c2=O)c1,8,-13,-3.3,-29,5,-1,-3.3,2,2
CS(=O)(=O)N(CC(N)=O)c1ccc2c(c1)OCO2,6,-16,0.1,-1,2,7,-2.9,9,11
O=C(Cc1ccccc1)N/N=C/c1ccc[nH]1,-10,-4,-1.3,-8,-1,1,0.3,-4,25
CCOc1ccccc1NC(=O)C(=O)N/N=C/c1cc(Br)ccc1O,-16,3,-1.5,-2,1,10,-1.6,23,30
COc1cc(/C=C2/CC/C(=C/c3ccc(O)c(OC)c3)C2=O)ccc1O,9,-11,1.2,-19,24*,-17,-0.5,20,21
CCOc1cccc(-c2cc(C(=O)NN)[nH]n2)c1,4,-7,-4.4,-8,3,9,-2.8,1,8
Cc1cc(C(=O)NC2CCCCC2)c2cc(F)ccc2n1,-7,-19,-1.6,-5,-6,3,-4.8,2,2
O=C(O)COc1ccccc1C(Nc1cccnc1)c1cc(Cl)c2cccnc2c1O (stereo unspecified),9,1,-2.5,-9,nt,nt,-2.2,37*,77*
COCCOC(=O)C(C#N)c1nc2ccccc2nc1N1CCCC1 (stereo unspecified),9,-3,2.4,-16,2,1,-1.6,-5,21
O=C(Cn1cccc1C(=O)c1ccccc1)NCc1ccco1,7,5,0.6,-1,-3,4,-1.8,5,5
COc1cccc(NC(=O)COc2cc(C)cc3oc(=O)cc(C)c23)c1,-2,2,0.3,-15,5,4,-0.9,20,-3
Cc1ccc(C(=O)O)cc1NS(=O)(=O)c1ccc2c(c1)oc(=O)n2C,-5,-18,-0.6,-7,nt,-1,-2.0,-3,12
Cc1ccc(SC(CC(=O)c2ccc(F)cc2)C(=O)O)cc1 (stereo unspecified),-82,-21,-0.3,-14,4,-1,-3.3,43*,12
CCC(C(=O)NC1CCCC1)N(Cc1ccco1)C(=O)Cn1nnc(-c2ccc(C)cc2)n1 (stereo unspecified),0,1,-1.7,-9,-1,1,-1.9,5,-4

Other compounds
SMILES,PfM18AAP inh,p-CIP stab down,VIM-2 inh,DNA FID counter,IDE inh,IDE act,IMP-1 inh,NS3 helicase inh,UBC9 SUMO inh
CCOC(=O)/C=C/C(=O)OCC(=O)Nc1cccc(Cl)c1Cl,6,-1,-1.1,-1,1,2,-2.2,-2,9
C(=N\Nc1ccc2ccccc2n1)/c1ccc2c(c1)OCCO2,4,-2,-0.4,-2,1,-3,-1.3,-23,15
O=S(=O)(Nc1ccccn1)c1ccc(Br)cc1,-2,1,-0.8,-4,1,0,-4.0,-3,-9
CC(C)c1ccc(N(CC(=O)NC2CCCCC2)C(=O)CCC(=O)Nc2ccccn2)cc1,1,-1,-2.1,-11,4,-1,-2.8,5,-2
CN(C)C=Nc1nonc1-c1ncn[nH]1,30*,-3,-3.0,-2,-8,5,-2.1,5,20
Cc1ccc(NC(=S)NCCc2ccccc2)c(C)c1,1,-22,-5.0,-12,-1,4,-2.0,5,23
CCOCCCNC(=O)C(c1ccc(C)cc1)N(Cc1ccc2c(c1)OCO2)C(=O)CNC(C)=O (stereo unspecified),5,-2,-5.2,-33,3,3,-2.5,4,3
Cc1cccc(C(=O)Nc2ncc(CN3CCOCC3)s2)c1,0,-16,-3.0,-4,0,1,-1.4,1,-4
CCOC(=O)C(CC)(CCC(=O)O)c1csc(Nc2ccc(C)cc2)n1 (stereo unspecified),-6,2,1.1,-40,1,2,-1.1,8,7
S=C(NCCc1ccccc1)NC1CC2CCC(C1)N2Cc1ccccc1 (stereo unspecified),-13,-11,-1.7,24,0,1,-2.0,-26,9
CC1Cc2ccccc2N1C(=O)c1cc2sccc2n1Cc1ccccc1 (stereo unspecified),-13,-4,-0.4,-3,2,8,-2.8,3,-15
Cn1c(Cc2nc(-c3cnccn3)no2)nnc1SCC(=O)Nc1ccccc1,-6,5,0.2,-7,4,5,0.4,19,11
CN1CCN(C(=O)c2cnn3c(C(F)(F)F)cc(-c4cccs4)nc23)CC1,3,-3,8.6*,4,1,-1,-4.0,-3,12
Clc1ccc(-c2nnc(-c3ccccc3Cl)o2)cc1,-4,5,0.2,1,4,5,-1.3,2,7
CC(C)CC(C(=O)O)N1C(=O)C2C3C=CC(C2C1=O)C1C(=O)N(C(CC(C)C)C(=O)O)C(=O)C31 (stereo unspecified),2,7,0.4,-24,5,4,-1.8,6,4

(next part)
SMILES,PfM18AAP inh,p-CIP stab down,VIM-2 inh,DNA FID counter,IDE inh,IDE act,IMP-1 inh,NS3 helicase inh,UBC9 SUMO inh
Cc1ccc(S(=O)(=O)CCc2nnc(NC(=O)c3ccccn3)s2)cc1,13,-22,-0.6,-6,0,-4,-1.4,-5,-66
O=C(OCCCC(=O)N1CCOCC1)c1ccccc1,4,-3,-1.4,-1,10,6,1.2,2,-1
Cc1cc(NC(=O)CCSc2ccccc2)no1,-2,0,-1.1,-8,-3,1,-0.2,9,7
COc1ccc(C(=O)COc2ccc(NC(C)=O)cc2)cc1,-1,-8,-3.4,-4,-1,-2,-2.3,3,8
COc1ccc(S(=O)(=O)N2CCCCCC2)cc1N(C)S(=O)(=O)c1ccc(C)cc1,2,-15,0.3,-9,-5,3,-1.9,-9,-8
O=C(Nc1ccccc1)O/N=C(\c1ccccc1)c1ccccn1,-1,8,-2.9,-1,3,1,-3.7,6,-3
COc1ccc(OC)c(Nc2nc(C3CC3)nc3c2nnn3Cc2ccccc2)c1,-3,4,-1.2,-3,-1,7,-2.9,5,1
Cc1cc(C(=O)O)c(C)n1Cc1ccncc1,1,-16,-2.8,-8,10,0,-2.4,11,5
Cc1c(C(=O)Nc2cc(S(=O)(=O)N3CCOCC3)ccc2N2CCOCC2)oc2ccccc12,4,-1,-1.0,-3,0,-5,-2.1,-34,7
CC1=C(/C=C/C(C)=C/C=C/C(C)=C/C(=O)O)C(C)(C)CCC1,4,1,-1.8,-35,1,1,-0.6,11,7

Outcome played no part in choosing rows (roughly 3.6% active in at least one column).
